# Compound activity from PubChem.
# Casp1 inh – blocks human caspase-1 allosterically or competitively | Potency, µM (highest dose often 57.5 µM), for the others: at the top dose activity change, negative = inhibition, most hits filed as inhibitors | Caspase-1 enzyme, Ac-WEHD-AFC fluorogenic rate | actives 0.03% (n = 75,000);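 also: potency is read from the fitted curve at half-maximal effect; plate controls were vehicle for no effect and no substrate for full effect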
# Tau filament bind – tau filament binding. actives 2% (n = 71,000). P10636. recombinant tau filaments, thioflavin S fluorescence, 15 h; filaments grown with octadecylsulfate alongside compound. Potency, µM (titrated, usually from 57.1 µM), for the others: top-dose activity change, negative = inhibition;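 also: potency is read from the fitted curve at half-maximal effect; % is scaled to controls: 0 for no effect and ±100 for the full control effect; actives lower thioflavin S fluorescence by blocking filaments or displacing dye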
# Target sequence (P10636 whole entry, looked up): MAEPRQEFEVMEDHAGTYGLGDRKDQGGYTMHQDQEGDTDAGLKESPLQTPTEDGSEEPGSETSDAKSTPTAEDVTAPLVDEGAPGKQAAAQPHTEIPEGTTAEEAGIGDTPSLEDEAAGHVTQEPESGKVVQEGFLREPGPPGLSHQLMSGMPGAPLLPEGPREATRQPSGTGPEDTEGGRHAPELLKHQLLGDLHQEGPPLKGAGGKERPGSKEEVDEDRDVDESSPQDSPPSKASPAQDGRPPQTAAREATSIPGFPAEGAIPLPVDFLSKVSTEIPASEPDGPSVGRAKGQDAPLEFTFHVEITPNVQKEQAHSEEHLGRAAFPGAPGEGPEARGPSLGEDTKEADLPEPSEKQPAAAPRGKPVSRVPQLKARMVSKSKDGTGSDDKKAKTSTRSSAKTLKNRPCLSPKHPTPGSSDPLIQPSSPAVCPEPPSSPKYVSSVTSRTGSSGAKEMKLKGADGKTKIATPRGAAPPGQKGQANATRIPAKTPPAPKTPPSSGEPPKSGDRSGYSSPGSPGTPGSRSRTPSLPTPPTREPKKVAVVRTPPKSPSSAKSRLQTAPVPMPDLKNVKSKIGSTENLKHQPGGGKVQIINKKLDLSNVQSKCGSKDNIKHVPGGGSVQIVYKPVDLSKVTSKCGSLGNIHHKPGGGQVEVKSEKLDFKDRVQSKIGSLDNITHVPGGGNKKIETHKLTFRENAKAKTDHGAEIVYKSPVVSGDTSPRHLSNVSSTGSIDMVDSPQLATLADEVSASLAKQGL
#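 Read-out: ThS fluorescence, 450 nm excitation/510 nm emission; lower signal marks blocked filament formation or displaced dye. Tau at 1 uM with 30 uM ODS, 10 uM ThS, 5 mM DTT, 100 mM NaCl, 10 mM HEPES pH 7.4; 15 h, 37 C.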
# Rhodamine autofl – compound fluoresces in the rhodamine spectral region | Rhodamine-region fluorescence, 547/598 nm, Tris buffer; hits give high values | AID 594 | actives 0.05% (n = 59,000) | max dye-equivalent concentration, M; in the data active = max dye-equivalent concentration above about 11 nM; inconclusive = between about 1.1 nM and that limit
#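 Intrinsic compound fluorescence, ex 547 / em 598 nm, CCD imager. Tris 100 mM pH 8.0; 15 min RT. Output = rhodamine dye-equivalent concentration at each compound concentration.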
# Caspase-7 inhib – caspase-7 (human) inhibition, allosteric or competitive | recombinant caspase-7, Ac-DEVD-AFC fluorescence rate | Potency, µM (doses to about 57.5 µM), for inactives: at the highest dose activity change, negative = inhibition, usual class: inhibitors | actives 0.02% (n = 75,000); active = well fitted inhibition curve with a large enough effect in the main read-out, with a control signal flat, not every such curve was filed as active; inconclusive = small, poorly fitted or top-dose-only effect, or a change in a side signal; also: potency is read from the fitted curve at half-maximal effect; % of control where 0% means no effect
# Target sequence (P55210 24-198 limits assumed): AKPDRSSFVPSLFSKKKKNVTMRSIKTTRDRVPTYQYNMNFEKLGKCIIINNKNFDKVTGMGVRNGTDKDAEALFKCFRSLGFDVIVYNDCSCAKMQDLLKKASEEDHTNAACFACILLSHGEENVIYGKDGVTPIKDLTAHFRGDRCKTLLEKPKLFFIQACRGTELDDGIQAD
# Target sequence (P55210 207-303 limits assumed): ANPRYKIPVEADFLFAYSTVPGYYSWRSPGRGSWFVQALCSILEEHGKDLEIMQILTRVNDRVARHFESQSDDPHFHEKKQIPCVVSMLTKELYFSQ
# BRCT inh red – inhibitors of human BRCA1 BRCT-phosphoprotein interaction (red fluorophore). BRCT-phosphopeptide binding, red fluorescence polarization. actives 0.03% (n = 75,000). Potency, µM (top dose mostly 76.9 µM), inactives show top-dose activity change, negative = inhibition, hits mostly inhibitors; also: % is scaled to controls: 0 for no effect and ±100 for the full control effect
#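 Rhodamine-labelled pBACH1 10-mer (100 nM) bound to BRCT domain (100 nM) at pH 7.3; compounds incubated 12 min room temperature, polarization read. Free peptide defines full inhibition; unlabelled decapeptide titrated as control.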
# BRCT PPI green – blocks human BRCA1 BRCT binding to phosphopeptide, green readout | BRCA1 BRCT-phosphopeptide binding, green fluorescence polarization | actives 0.05% (n = 75,000) | Potency, µM (doses to about 76.9 µM), for the others: at the highest dose activity change, negative = inhibition, actives largely listed as inhibitors | AID 875 | P38398;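 also: potency is read from the fitted curve at half-maximal effect; plate controls were peptide without protein for full effect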
#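 Fluorescence polarization: His-tagged BRCT (~35 kDa BRCA1 C-terminus, 250 nM) bound to 100 nM fluorescein-labeled phosphorylated 10-aa BACH1 peptide, pH 7.3 phosphate buffer with DTT and Tween 20. Compounds incubated 12 min at room temperature; inhibition read as lowered polarization.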
# DNA Pol III inh – blocks replication by bacterial DNA polymerase III holoenzyme. reconstituted DNA polymerase III holoenzyme replication, biochemical. Potency, µM (doses to about 57.1 µM), for the others: at the highest dose activity change, negative = inhibition. actives 0.25% (n = 71,000); also: potency is read from the fitted curve at half-maximal effect; % is scaled to controls: 0 for no effect and ±100 for the full control effect
#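 Reconstituted *E. coli* holoenzyme (0.35 nM Pol III, 1 nM beta, 154 nM SSB, 2 nM primase) was preincubated with compound for 15 min at RT. Synthesis on 1.4 nM ssM13Gori ran 35 min, then was stopped with PicoGreen/EDTA and read as dsDNA fluorescence.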
# HEK293 cAMP cs – raises cAMP in parental HEK293 cells, TSHR agonist counter-screen. actives 2.5% (n = 73,000). parental HEK293 CNG cAMP sensor, membrane potential fluorescence. Potency, µM (highest dose often 57.1 µM), without a hit: at the top dose activation, most hits filed as activators; also: potency is read from the fitted curve at half-maximal effect; % of control where 0% means no effect; nearly all actives have a fitted effect of over 55% in size
#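 Parental HEK 293 cells stably expressing a modified CNG channel (no TSHR) report cAMP rise as membrane depolarization. Membrane potential dye with 100 uM RO 20-1724 was loaded for 60 min at room temperature, then compound added for 30 min; fluorescence read at 590 nm.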
# HADH2 inh – blocks human hydroxyacyl-CoA dehydrogenase type II. recombinant HADH2, NADH fluorescence, beta-hydroxybutyryl-CoA. Potency, µM (titrated, usually from 57.1 µM), inactives show at the top dose activity change, negative = inhibition, actives largely listed as inhibitors. actives 3.4% (n = 73,000). AID 886; also: potency is read from the fitted curve at half-maximal effect; % is scaled to controls: 0 for no effect and ±100 for the full control effect; nearly all actives have a fitted effect of over 60% in size; many of its hits are not listed in these tables
#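 NADH fluorescence (ex 360/em 450 nm) read every 30 s for 4 min; activity taken as last-minus-first time point difference. Enzyme 20 nM, NAD+ 1 mM, beta-hydroxybutyryl-CoA 90 uM, pH 9.0 Tris buffer.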
# The depositor's hits bear a star; i = inactive; u = inconclusive; x = not tested or not shown. Unless noted, calls follow the shape of the dose curve; as a rule, active = well fitted curve in the direction sought with a large enough effect; inconclusive = small, poorly fitted or top-dose-only effect, or another doubt; inactive = no such curve, though single readings can be large; an effect the other way counts as inactive or inconclusive.
compound,Casp1 inh,Tau filament bind,Rhodamine autofl,Caspase-7 inhib,BRCT inh red,BRCT PPI green,DNA Pol III inh,HEK293 cAMP cs,HADH2 inh
CCN(CC)CCN1C(=O)C(O)=C(C(C)=O)C1c1ccc(OC)c(OC)c1 (stereo not given),x,x,i,x,x,x,x,x,x
CCc1nc(NCC2CCCO2)c(C#N)c2c1COC(C)(C)C2 (stereo not given),x,x,i,x,x,x,x,x,x
CC(C)[C@@H](CC(=O)N[C@@H]1CCNC[C@H]1C(=O)N[C@H](CC(=O)N[C@@H](CCC(=O)O)CC(=O)O)Cc1ccccc1)NC(=O)C[C@H](Cc1c[nH]c2ccccc12)NC(=O)[C@@H]1CCCC[C@H]1N,x,-25%,x,x,x,x,0%,6%,-12%
CC(C)C[C@@H](CC(=O)N[C@@H](CCCN)CC(=O)N[C@@H]1CCCC[C@H]1C(=O)N[C@H](CC(=O)N[C@@H](CCC(=O)O)CC(=O)O)Cc1c[nH]c2ccccc12)NC(=O)[C@@H]1CNCC[C@H]1N,x,-7%,x,x,x,x,-6%,0%,12%
CC(C)[C@@H](CC(=O)N[C@@H]1CCCC[C@H]1C(=O)N[C@H](CC(=O)N[C@@H](CCC(=O)O)CC(=O)O)Cc1ccccc1)NC(=O)C[C@H](Cc1ccccc1)NC(=O)[C@@H]1CNCC[C@H]1N,x,5%,x,x,x,x,-4%,u,16%
NCCC[C@@H](CC(=O)N[C@@H]1CCNC[C@H]1C(=O)N[C@H](CC(=O)N[C@@H](CCC(=O)O)CC(=O)O)Cc1ccccc1)NC(=O)C[C@H](Cc1ccccc1)NC(=O)[C@@H]1CNCC[C@H]1N,x,2%,x,x,x,x,-9%,19%,4%
CC(C)[C@@H](CC(=O)N[C@@H]1CCCC[C@H]1C(=O)N[C@H](CC(=O)N[C@@H](CCC(=O)O)CC(=O)O)Cc1c[nH]c2ccccc12)NC(=O)C[C@H](Cc1c[nH]c2ccccc12)NC(=O)[C@@H]1CNCC[C@H]1N,x,-26%,x,x,x,x,-4%,9%,-4%
CC(C)C[C@@H](CC(=O)N[C@@H](CCCN)CC(=O)N[C@@H]1CCCC[C@H]1C(=O)N[C@H](CC(=O)N[C@@H](CCC(=O)O)CC(=O)O)Cc1ccccc1)NC(=O)[C@@H]1CNCC[C@H]1N,x,-3%,x,x,x,x,0%,2%,15%
NCCC[C@@H](CC(=O)N[C@@H]1CCCC[C@H]1C(=O)N[C@H](CC(=O)N[C@@H](CCC(=O)O)CC(=O)O)Cc1ccccc1)NC(=O)C[C@H](CO)NC(=O)[C@@H]1CCCC[C@H]1N,x,4%,x,x,x,x,-7%,3%,-2%
NCCC[C@@H](CC(=O)N[C@@H]1CCNC[C@H]1C(=O)N[C@H](CC(=O)N[C@@H](CCC(=O)O)CC(=O)O)Cc1ccccc1)NC(=O)C[C@H](CO)NC(=O)[C@@H]1CCCC[C@H]1N,x,-7%,x,x,x,x,-8%,8%,7%
CC(C)[C@@H](CC(=O)N[C@@H]1CCCC[C@H]1C(=O)N[C@H](CC(=O)N[C@@H](CCC(=O)O)CC(=O)O)Cc1c[nH]c2ccccc12)NC(=O)C[C@H](CO)NC(=O)[C@@H]1CCCC[C@H]1N,x,-3%,x,x,x,x,-4%,7%,-18%
CC(C)C[C@@H](CC(=O)N[C@@H](CCC(=O)O)CC(=O)O)NC(=O)[C@@H]1CCCC[C@H]1NC(=O)C[C@H](CCCN)NC(=O)C[C@H](CO)NC(=O)[C@@H]1CNCC[C@H]1N,x,7%,x,x,x,x,-3%,u,-4%
CC(C)[C@@H](CC(=O)N[C@@H]1CCCC[C@H]1C(=O)N[C@H](CC(=O)N[C@@H](CCC(=O)O)CC(=O)O)Cc1c[nH]c2ccccc12)NC(=O)C[C@H](Cc1ccccc1)NC(=O)[C@@H]1CCCC[C@H]1N,x,0%,x,x,x,x,-4%,-17%,-16%
CC(C)C[C@@H](CC(=O)N[C@@H](CCC(=O)O)CC(=O)O)NC(=O)[C@@H]1CCCC[C@H]1NC(=O)C[C@H](CCCN)NC(=O)C[C@H](Cc1ccccc1)NC(=O)[C@@H]1CNCC[C@H]1N,x,-6%,x,x,x,x,-3%,u,-16%
NCCC[C@@H](CC(=O)N[C@@H]1CCNC[C@H]1C(=O)N[C@H](CC(=O)N[C@@H](CCC(=O)O)CC(=O)O)Cc1ccccc1)NC(=O)C[C@H](Cc1ccccc1)NC(=O)[C@@H]1CCCC[C@H]1N,x,18%,x,x,x,x,0%,19%,7%
CC(C)C[C@@H](CC(=O)N[C@@H](CCCN)CC(=O)N[C@@H]1CCCC[C@H]1C(=O)N[C@H](CC(=O)N[C@@H](CCC(=O)O)CC(=O)O)CC(C)C)NC(=O)[C@@H]1CCCC[C@H]1N,x,-16%,x,x,x,x,-17%,6%,u
CC(C)[C@@H](CC(=O)N[C@@H]1CCCC[C@H]1C(=O)N[C@H](CC(=O)N[C@@H](CCC(=O)O)CC(=O)O)Cc1ccccc1)NC(=O)C[C@H](Cc1c[nH]c2ccccc12)NC(=O)[C@@H]1CNCC[C@H]1N,x,-2%,x,x,x,x,-2%,12%,-10%
CC(C)C[C@@H](CC(=O)N[C@@H](CCC(=O)O)CC(=O)O)NC(=O)[C@@H]1CCCC[C@H]1NC(=O)C[C@H](CCCN)NC(=O)C[C@H](Cc1c[nH]c2ccccc12)NC(=O)[C@@H]1CNCC[C@H]1N,x,-7%,x,x,x,x,2%,19%,9%
CCC1=C2CC[C@H]3C(=O)N(c4ccccc4)C(=O)[C@H]3[C@H]2[C@@]2(C)C(=NCC(=O)OC)OC(=O)N2C1=O,-3%,x,x,-2%,-1.2%,-2.0%,x,x,x
CCC1=C2CC[C@H]3C(=O)N(C)C(=O)[C@H]3[C@H]2[C@@]2(Cc3ccccc3)C(=NCC3CC3)OC(=O)N2C1=O,2%,x,x,-3%,0.4%,-1.8%,x,x,x

# Three compounds out of the list, sorted by SMILES length, ascending.
compound,Casp1 inh,Tau filament bind,Rhodamine autofl,Caspase-7 inhib,BRCT inh red,BRCT PPI green,DNA Pol III inh,HEK293 cAMP cs,HADH2 inh
CCN(CC)CCN1C(=O)C(O)=C(C(C)=O)C1c1ccc(OC)c(OC)c1 (stereo not given),x,x,i,x,x,x,x,x,x
CCC1=C2CC[C@H]3C(=O)N(C)C(=O)[C@H]3[C@H]2[C@@]2(Cc3ccccc3)C(=NCC3CC3)OC(=O)N2C1=O,2%,x,x,-3%,0.4%,-1.8%,x,x,x
NCCC[C@@H](CC(=O)N[C@@H]1CCNC[C@H]1C(=O)N[C@H](CC(=O)N[C@@H](CCC(=O)O)CC(=O)O)Cc1ccccc1)NC(=O)C[C@H](CO)NC(=O)[C@@H]1CCCC[C@H]1N,x,-7%,x,x,x,x,-8%,8%,7%

# (listing goes on)
SMILES	Casp1 inh	Tau filament bind	Rhodamine autofl	Caspase-7 inhib	BRCT inh red	BRCT PPI green	DNA Pol III inh	HEK293 cAMP cs	HADH2 inh
COC(=O)c1ccc(C23CC4(C2)[C@H](CN(C)[C@@H]4c2ccccc2)C3c2ccccc2)cc1 (stereo not given in full)	-2%	x	x	-4%	-0.2%	-0.2%	x	x	x
c1ccc(C2[C@H]3CN(Cc4cccnc4)[C@H](c4ccccc4)C34CC2(c2cccnc2)C4)cc1 (stereo not given in full)	-4%	x	x	-4%	-0.3%	-0.8%	x	x	x
COC(=O)CC1Oc2cc3oc4c5ccccc5oc(=O)c4c3cc2O1 (stereo not given)	1%	x	x	0%	0.1%	0.7%	x	x	x
COC(=O)c1cccc(C23CC4(C2)[C@H](CN(Cc2ccc(C(F)(F)F)cc2)[C@@H]4c2ccccc2)C3c2ccc(Cl)nc2)c1 (stereo not given in full)	-1%	x	x	1%	-3.1%	-0.7%	x	x	x
COC(=O)[C@@H]1C[C@@H]2CC[C@@H](O)C[C@@H]2N1Cc1ccc(N2CCOCC2)cc1	3%	x	x	1%	-0.2%	6.6%	x	x	x
CCC1=C2CC[C@H]3C(=O)N(c4ccccc4)C(=O)[C@H]3[C@H]2[C@@]2(C)C(=O)N(Cc3ccccc3)C(=O)N2C1=O	-3%	x	x	-10%	0.1%	-3.0%	x	x	x
COC(=O)[C@@H]1C[C@@]2(O)[C@@H](O)[C@@H](O)[C@@H](O)C[C@H]2N1Cc1ccc(C(F)(F)F)cc1	2%	x	x	0%	1.5%	0.2%	x	x	x
c1ccc(C2[C@H]3CN(CC4CCCCC4)[C@H](c4ccccc4)C34CC2(c2cccnc2)C4)cc1 (stereo not given in full)	-2%	x	x	-3%	-2.6%	-0.1%	x	x	x
FC(F)(F)c1ccc(C2[C@H]3CN(Cc4ccc(-c5ccccc5)cc4)[C@H](c4ccccc4)C34CC2(c2ccccc2)C4)cc1 (stereo not given in full)	1%	x	x	0%	-0.9%	8.6%	x	x	x
COC(=O)[C@@H]1C[C@@]2(O)[C@H](O)[C@H](O)[C@H](O)C[C@H]2N1Cc1ccc(C(F)(F)F)cc1	1%	x	x	0%	0.6%	-1.7%	x	x	x
O=c1oc2ccccc2c2oc3cc(O)c(O)cc3c12	-1%	x	x	-9%	-0.5%	-1.7%	x	x	x
COCCN=C1OC(=O)N2C(=O)C3=C4C(C[C@H]5C(=O)N(c6ccccc6)C(=O)[C@H]5[C@H]4[C@@]12Cc1ccccc1)[C@H]1C(=O)N(c2ccccc2)C(=O)[C@H]1[C@H]3C (stereo not given in full)	-7%	x	x	-7%	-1.0%	0.7%	x	x	x

# These rows are one share of the data; the hit share may differ from the screen's.
